# Screens as filed in PubChem BioAssay.
# Lipid droplet – hepatic lipid droplet formation modulation; AML12 mouse hepatocytes, oleate lipid droplets, BODIPY imaging; inhibition, % at 6.5 µM; 0.4% of 240,000 active; AID 1656;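 active = lipid droplet intensity inhibited by at least 50%, with more than 500 cells counted; inconclusive = wells with under 300 cells, treated as cytotoxic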
#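 Test system: AML12 hepatocytes (mouse); reagent: oleate loading, 100 µM; dosing: one dose, 6.5 µM compound; incubation: overnight exposure; signal: fluorescence imaging, 20x objective, two fields per well; read-out basis: % inhibition of corrected integrated BODIPY droplet signal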
# GPR55 antagonists – inhibition of LPI-stimulated GPR55 beta-arrestin translocation – imaging, U2OS, beta-arrestin-GFP, LPI agonist, primary screen (AID 2013); 0.13% of 290,000 active; one-dose inhibition, % at 10 µM; IC50 in µM for titrated hits; U2OS GPR55 beta-arrestin-GFP translocation imaging, LPI antagonism; higher % means a stronger effect;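 active = spots per cell inhibited over 60%, with over 100 cells counted and total cytoplasm intensity under 500,000; inconclusive = wells with under 100 cells, flagged as likely toxic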;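 note: U2OS cells stably carrying GPR55 and arrestin-GFP stimulated by 5 µM LPI near EC80; imaged beta-arrestin-GFP aggregate spots per cell after agonist stimulation; plate controls were LPI-stimulated DMSO wells for no effect and DMSO wells without LPI for full effect; some results filed as inactive read as strong as hits; confirmed hits need IC50 under 10 µM and bright autofluorescent wells are also inconclusive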
# T cell modulator – modulates CD8 T cell binding to vesicles; calls only at 7 µM; AID 2052; 0.068% of 330,000 active; 2C CD8+ T cell-vesicle binding, flow cytometry; hits give low values;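 active = response, share of CD8 T cells binding vesicles, and their 90th percentile fluorescence all below set limits, cut at about 80% in these data, passing the limit was not always enough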
#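 Incubation: binding step 1.5 h, 37 °C, antibody labelling 20 min, ice; system: murine 2C transgenic CD8+ T lymphocytes; technique: cytometric PE anti-B7-1 and Alexa647 anti-CD8 signals after 1% paraformaldehyde fixation; also added: QL9-charged Drosophila Ld/ICAM-1/B7-1 vesicles; control set: naked versus QL9-loaded vesicles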
# LYP inhibition – PTPN22 lymphoid phosphatase activity blockers – biochemical, fluorescence intensity, uHTS (AID 1779). recombinant LYP phosphatase, fluorescence intensity; higher % means a stronger effect. inhibition, % at 11.5 µM, or IC50 in µM where a hit was titrated. 0.054% of 290,000 active; in the data active = inhibition above about 50%;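 note: plate controls were vehicle with enzyme for no effect and no enzyme for full effect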
# NTR1 ag – agonists of NTR1, primary screen, imaging, U2OS cells, beta-arrestin-GFP, high content (AID 493036) | NTR1-U2OS beta-arrestin-GFP spot imaging, agonist mode | activation, % at 20 µM | P30989 | 0.17% of 330,000 active;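 active = activation at or above 40% of the spot to cytoplasm intensity ratio, with at least 20 cells analyzed; inconclusive = wells under 20 cells, flagged as cytotoxic or low count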;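 note: 0% = DMSO without peptide and 100% = 100 nM NTR1 peptide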
# Target sequence (P30989 whole entry, looked up): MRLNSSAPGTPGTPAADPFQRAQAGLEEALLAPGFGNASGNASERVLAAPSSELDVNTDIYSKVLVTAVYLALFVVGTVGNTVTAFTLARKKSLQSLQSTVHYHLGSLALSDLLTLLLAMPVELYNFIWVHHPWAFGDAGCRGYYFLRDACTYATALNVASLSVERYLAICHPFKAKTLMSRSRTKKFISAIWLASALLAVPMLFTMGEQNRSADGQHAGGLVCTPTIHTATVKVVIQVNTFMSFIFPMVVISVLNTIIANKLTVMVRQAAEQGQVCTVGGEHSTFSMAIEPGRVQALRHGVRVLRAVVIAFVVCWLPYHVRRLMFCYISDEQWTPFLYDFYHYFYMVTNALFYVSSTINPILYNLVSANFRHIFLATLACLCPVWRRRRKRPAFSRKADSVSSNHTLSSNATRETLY
# MgcRacGAP inhibition – MgcRacGAP GTPase-activating activity inhibitors, confirmation, biochemical, ADP Hunter fluorescence; MgcRacGAP-stimulated Rac1 GTP hydrolysis, ADP Hunter fluorescence; higher % means a stronger effect; GST-tagged Rac1 F28L mutant substrate; inhibition, % at 30 µM; hits with a dose series show IC50 in µM; 0.6% of 340,000 active;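 active = first-screen hits whose inhibition reached a set limit at any dose in the follow-up dose series; inconclusive = inhibition above the set first-screen limit but never retested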;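 note: fluorescence reports GDP produced by GAP-driven GTP hydrolysis; strong numbers were not always called active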
# GPR55 beta-arrestin – selective activators of receptor GPR55 – imaging, U2OS cells, beta-arrestin-GFP redistribution, primary screen (AID 1961). U2OS GPR55 beta-arrestin-GFP redistribution imaging; higher % means a stronger effect. activation, % at 10 µM, or EC50 in µM where a hit was titrated. 0.048% of 290,000 active;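 active = activation above 40% with more than 50 cells counted in the well; inconclusive = wells holding fewer than 50 cells, flagged as toxic or sparse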;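 note: U2OS osteosarcoma cells stably expressing GPR55 and beta-arrestin-GFP; plate controls were DMSO negative control for no effect and LPI positive control for full effect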
# Large T inhibition – SV40 large T antigen inhibitors, biochemical (AID 1903) | SV40 large T antigen ATPase/helicase inhibition assay; higher % means a stronger effect | one-dose inhibition, % at 20 µM; IC50 in µM for titrated hits | 0.39% of 310,000 active; in the data active = a potency from the dose series; inconclusive = inhibition mostly from about 32% at the one dose, without a potency; inactive = the rest, 99 in 100 with inhibition below about 32%; note: strong numbers were not always called active
# GPR35 arrestin U2OS – GPR35 antagonists blocking zaprinast-driven arrestin recruitment, primary screen, imaging, U2OS, beta-arrestin-GFP, zaprinast agonist (AID 2058); inhibition, % at 10 µM; hits with a dose series show IC50 in µM; U2OS GPR35 beta-arrestin-GFP translocation imaging, zaprinast antagonism; higher % means a stronger effect; 0.052% of 290,000 active;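 active = inhibition of at least 50% with at least 30 cells and total cytoplasm GFP at most 10,000,000; inconclusive = under 30 cells or total GFP of 10,000,000 plus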
# Lipid droplet cells 6.5 µM – second read-out of Lipid droplet, no call of its own (marks repeat the call); cell count; measured here: cell count, cytotoxicity flag;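 cells counted across two imaged fields per well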
# T cell modulator vesicle-bound % – recorded beside T cell modulator, whose call it bears; double positive events, %; measured here: CD8+ vesicle-bound cell fraction;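 binding gate set so that unloaded-vesicle control wells show 10% double positive cells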
# NTR1 ag cell count 20 µM – second read-out of NTR1 ag, no call of its own (marks repeat the call); cell count; measured here: cell count, cytotoxicity flag
# * = called active by the depositor; i = inactive; ? = inconclusive; . = not tested or not shown.
SMILES,Lipid droplet,Lipid droplet cells 6.5 µM,GPR55 antagonists,T cell modulator,T cell modulator vesicle-bound %,LYP inhibition,NTR1 ag,NTR1 ag cell count 20 µM,MgcRacGAP inhibition,GPR55 beta-arrestin,Large T inhibition,GPR35 arrestin U2OS
CC1(C)Cc2c(sc(NC(=O)c3ccc(Br)o3)c2C#N)CO1,.,.,12.3%,i,52.6,-0.6%,-1.0,85,2.9%,-0.1%,4.0%,5.2%
O=C(N/C(=C\c1ccco1)C(=O)N1CCOCC1)c1ccco1,-72.8,667,14.2%,i,24.7,3.5%,-0.4,35,1.1%,-0.1%,4.2%,-3.3%
Cc1cc(C)c2cc(CN(CC3CCCO3)S(=O)(=O)c3ccc4c(c3)OCCO4)c(=O)[nH]c2c1 (stereo not given),.,.,6.9%,i,21.2,-1.3%,1.8,53,-8.4%,-0.3%,14.2%,10.1%
COc1ccccc1CNCc1cccs1,.,.,-11.9%,i,47.0,0.5%,-1.1,57,4.2%,-0.1%,8.5%,13.3%
COc1ccccc1NS(=O)(=O)c1cccc(NC(=O)c2cc3ccccc3oc2=O)c1,.,.,-1.7%,i,56.8,-4.3%,-0.2,51,5.1%,-0.1%,7.4%,9.0%
Cc1ccc(NC(=O)C(C)OC(=O)/C=C/c2ccccc2)cc1 (stereo not given),4.7,891,4.6%,i,12.3,-3.1%,0.6,70,4.8%,-0.1%,15.2%,15.4%
Cc1cccc(NC(=S)/N=C(\N)Nc2nc(C)c3cc(C)ccc3n2)c1,17.7,741,4.1%,i,37.1,-2.0%,2.6,52,10.7%,-0.2%,1.5%,-0.4%
O=C(Nc1ccc(-c2noc(-c3ccccc3F)n2)cc1)c1cccs1,-24.1,690,5.3%,i,28.8,-1.4%,1.6,51,9.8%,0.1%,9.5%,-3.1%
O=C(c1cc(-c2ccc(F)cc2)on1)N1CCOCC1,-3.1,822,-2.6%,i,49.2,-7.9%,0.0,36,4.7%,-0.2%,1.6%,-0.1%
COc1ccc(NC(=O)C/C(C)=N/NC(=O)c2cnccn2)cc1,-3.0,590,0.3%,i,45.1,-6.0%,-0.3,68,4.4%,-0.1%,-3.0%,-6.0%
COc1ccc(NC(=O)CCc2ccc(OC)c(OC)c2)cn1,-4.0,778,-8.1%,i,21.2,-6.7%,1.1,55,7.0%,0.6%,9.6%,-1.3%
Cc1nc2c(cc1C(=O)N/N=C/c1ccc(O)c(O)c1)c(=O)n(C)c(=O)n2C,6.4,570,-0.7%,i,7.3,1.1%,0.1,40,19.9%,-0.3%,?,1.7%
CCOC(=O)c1ccc(N2CCN(c3cc(C)ccc3C)CC2)c(N)c1,.,.,-7.6%,i,7.2,-5.6%,2.5,67,0.4%,0.4%,-4.0%,5.7%
CSc1ncccc1C(=O)Nc1ccc(F)c(F)c1F,-0.5,691,6.0%,i,43.7,-4.9%,1.0,47,0.2%,-0.4%,-4.3%,-7.8%
Cc1oc(-c2ccc(C(F)(F)F)cc2)nc1CN(Cc1ccccn1)C[C@@H]1CCC(=O)N1,-10.0,669,-0.6%,i,25.4,3.8%,0.3,85,5.0%,0.5%,4.0%,-15.9%
CC(=O)Nc1ccc(S(=O)(=O)N2CCN(C(=O)N3CCCCC3)CC2)cc1,-3.7,769,-6.7%,i,67.8,-12.0%,0.4,65,-2.4%,-0.3%,5.9%,-2.8%
O=C(NCCc1ccccn1)c1ccc(NS(=O)(=O)c2ccc(F)cc2)cc1,11.2,770,8.0%,i,21.9,-7.3%,0.1,43,-4.5%,-0.4%,-3.7%,-8.4%
CCOc1cccc(C(=O)N/N=C/c2coc3ccccc3c2=O)c1,-7.6,846,-1.4%,i,61.4,-10.1%,0.7,65,8.1%,-0.1%,5.2%,-4.9%
Cc1cc(C)n2nc(C(=O)N3CCCC(Nc4ccc(F)c(F)c4)C3)cc2n1 (stereo not given),-14.8,796,13.8%,i,9.9,-12.8%,-0.7,63,3.0%,-0.1%,17.0%,-1.3%
COc1ccc(-c2nnc(SCC(=O)N3CCOCC3)o2)cc1OC,18.0,687,12.0%,i,42.5,-0.7%,-1.0,64,-0.4%,-0.1%,3.0%,-4.3%
CCc1ccc(/C=C2\SC(=S)N(CCC(=O)NC3=NCCS3)C2=O)cc1,-1.9,686,11.0%,i,53.0,-0.8%,-0.4,78,.,0.0%,2.4%,-8.0%
CCCCN(C(=O)CCCc1nc2ccccc2s1)c1c(N)n(CCCC)c(=O)[nH]c1=O,-0.5,863,12.7%,i,35.1,-13.7%,0.7,50,-1.1%,0.3%,8.0%,1.7%
Fc1ccccc1CSc1nnnn1-c1ccc2c(c1)OCO2,-9.2,694,7.6%,i,31.1,-3.8%,2.2,64,7.4%,0.0%,48.4%,0.9%
CCN(CC)S(=O)(=O)c1ccc(C)c(NC(=O)COC(=O)[C@@H]2CCCN2C(=O)c2cccs2)c1,-5.9,654,2.5%,i,22.3,-5.4%,0.8,47,1.5%,-0.1%,5.9%,2.6%
CCOC(=O)C1(CCOc2ccccc2)CCN(Cc2cnc(SC)nc2)CC1,-23.2,731,-8.7%,i,47.3,-5.4%,-0.4,41,3.9%,0.0%,22.7%,4.1%
# (list continues)
SMILES,Lipid droplet,Lipid droplet cells 6.5 µM,GPR55 antagonists,T cell modulator,T cell modulator vesicle-bound %,LYP inhibition,NTR1 ag,NTR1 ag cell count 20 µM,MgcRacGAP inhibition,GPR55 beta-arrestin,Large T inhibition,GPR35 arrestin U2OS
CCN(CC(=O)N(CC(C)C)c1c(N)n(CC(C)C)c(=O)[nH]c1=O)Cc1nc2ccccc2c(=O)[nH]1,-8.3,664,13.7%,i,21.8,-6.3%,0.6,61,3.4%,0.0%,10.6%,-11.9%
O=S(=O)(NCc1ccncc1)c1ccc(Br)s1,-4.5,684,-6.8%,i,30.3,1.7%,-0.5,58,3.5%,-0.1%,-1.6%,19.5%
O=C(O)c1ccc2c(=O)n(-c3ccccc3F)c(=S)[nH]c2c1,-5.3,740,16.9%,i,9.2,-2.1%,-0.9,76,3.8%,-0.4%,4.5%,12.7%
Cc1ccc(Nc2nc(N)nc(CSc3nnc(C)s3)n2)cc1,16.8,675,-19.9%,i,21.9,-8.3%,1.4,52,7.1%,1.0%,6.9%,-8.9%
Cc1ccc(C(=O)NCc2ccco2)c(C)c1,.,.,-0.2%,i,57.7,-5.7%,0.4,67,-2.3%,-0.1%,15.4%,-2.1%
Cc1nc(Nc2nc3c(c(=O)[nH]2)CCC3)nc2ccccc12,.,.,.,i,22.2,.,2.8,70,-7.6%,.,11.3%,.
CC1CCCCN1Cc1nc2c(c(=O)n(C)c(=O)n2C)n1CCc1ccccc1 (stereo not given),-5.8,650,2.4%,i,23.0,0.0%,1.3,62,5.5%,-0.1%,2.6%,-4.3%
CC(=O)Nc1ccc(OCC(O)CN2CCN(c3ccc(Cl)cc3)CC2)cc1 (stereo not given),1.8,782,3.0%,i,32.3,-4.8%,-2.7,81,8.5%,-0.1%,10.2%,17.6%
C=CCCC(=O)NC1CC(C)(C)Cc2c1cnn2-c1cccc(F)c1 (stereo not given),1.8,755,0.6%,i,52.7,-6.6%,2.3,59,9.2%,-0.4%,28.3%,-11.9%
Cc1c(Cl)cccc1NC(=O)NC1CCCCC1,-3.1,614,0.7%,i,47.9,-2.0%,-1.4,86,-1.1%,0.4%,2.3%,-17.4%
CCOC(=O)c1cc2sccc2n1CC(=O)Nc1ccc2c(c1)OCCO2,0.1,612,3.3%,i,67.7,6.3%,1.8,55,3.2%,-0.1%,-1.8%,23.0%
CCOCCc1nnc(NC(=O)c2cccs2)s1,7.4,730,21.3%,i,26.3,-9.0%,-1.6,53,-1.6%,-0.3%,3.8%,-10.5%
CSc1nsc(SC)c1C(=O)N1CCN(S(=O)(=O)c2ccc(C)cc2)C1C (stereo not given),.,.,-14.8%,i,17.1,2.7%,0.7,45,13.2%,0.3%,2.0%,4.2%
Cc1noc(C(=O)N2CCN(Cc3ccc4c(c3)OCO4)CC2)c1Cl,8.2,786,19.0%,i,47.8,0.7%,3.7,60,2.3%,0.4%,.,11.3%
Cc1cccc(C)c1OCc1nnc(NC(=O)CSc2ccc(Cl)cc2)s1,9.0,667,5.6%,i,3.1,-3.1%,0.6,55,-7.2%,0.7%,19.3%,.
COc1ccc(C(=O)NCC(=O)N2CCN(c3ccc(Cl)cc3)CC2)cc1,-8.3,839,3.3%,i,55.5,-5.1%,-0.1,51,10.4%,0.0%,10.9%,11.8%
O=C(NCCCN1CCOCC1)c1cc(S(=O)(=O)N2CCN(c3ccccc3)CC2)ccc1Cl,.,.,.,i,11.3,.,-0.3,64,7.0%,.,16.9%,.
COc1cc(OC)c(C(=O)NNC(=O)CN(C)S(=O)(=O)c2ccc(Cl)cc2)cc1OC,.,.,.,i,48.0,.,1.5,60,3.8%,.,12.0%,.

# Already shown: an excerpt of the list.
SMILES,Lipid droplet,Lipid droplet cells 6.5 µM,GPR55 antagonists,T cell modulator,T cell modulator vesicle-bound %,LYP inhibition,NTR1 ag,NTR1 ag cell count 20 µM,MgcRacGAP inhibition,GPR55 beta-arrestin,Large T inhibition,GPR35 arrestin U2OS
O=C(Nc1ccc(-c2noc(-c3ccccc3F)n2)cc1)c1cccs1,-24.1,690,5.3%,i,28.8,-1.4%,1.6,51,9.8%,0.1%,9.5%,-3.1%
O=C(c1cc(-c2ccc(F)cc2)on1)N1CCOCC1,-3.1,822,-2.6%,i,49.2,-7.9%,0.0,36,4.7%,-0.2%,1.6%,-0.1%
COc1ccc(NC(=O)C/C(C)=N/NC(=O)c2cnccn2)cc1,-3.0,590,0.3%,i,45.1,-6.0%,-0.3,68,4.4%,-0.1%,-3.0%,-6.0%

# Limited to NTR1 ag, for some of the entries so far:
smiles | NTR1 ag
O=C(O)c1ccc2c(=O)n(-c3ccccc3F)c(=S)[nH]c2c1 | -0.9
CC(=O)Nc1ccc(OCC(O)CN2CCN(c3ccc(Cl)cc3)CC2)cc1 (stereo not given) | -2.7
